# Compound activity: PubChem BioAssay, National Center for Advancing Translational Sciences (NCATS)
# S-ASM inh – blocks human secretory acid sphingomyelinase; actives 0.006% (n = 340,000); placental ASM, HMU-PC fluorogenic substrate, 60 min; Potency, µM (highest dose often 57.5 µM), for the others: at the top dose activity change, negative = inhibition, actives largely listed as inhibitors; AID 504937; P17405; note: potency is the fitted concentration of half-maximal effect
# Target sequence (P17405 47-631 limits assumed): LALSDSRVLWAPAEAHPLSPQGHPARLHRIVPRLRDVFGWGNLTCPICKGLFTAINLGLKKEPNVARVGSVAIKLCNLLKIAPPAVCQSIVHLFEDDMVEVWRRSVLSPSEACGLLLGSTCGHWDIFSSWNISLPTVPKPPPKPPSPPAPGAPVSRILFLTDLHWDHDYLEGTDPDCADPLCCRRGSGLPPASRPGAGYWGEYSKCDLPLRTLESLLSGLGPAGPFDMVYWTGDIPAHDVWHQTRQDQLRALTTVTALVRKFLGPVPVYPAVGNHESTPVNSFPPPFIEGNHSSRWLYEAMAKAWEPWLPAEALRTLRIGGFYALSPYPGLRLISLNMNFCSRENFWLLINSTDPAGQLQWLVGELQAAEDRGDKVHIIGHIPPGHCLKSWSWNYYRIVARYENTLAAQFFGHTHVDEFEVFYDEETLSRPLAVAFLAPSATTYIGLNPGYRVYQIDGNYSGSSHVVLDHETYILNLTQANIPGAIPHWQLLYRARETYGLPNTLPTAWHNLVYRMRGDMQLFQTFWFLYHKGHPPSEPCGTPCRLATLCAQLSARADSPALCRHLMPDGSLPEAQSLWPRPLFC
#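 qHTS format. ASM enzyme prepared from human placenta hydrolyses the fluorogenic substrate HMU-PC0 (9 uM final) over 60 min at 37 °C after a 10 min compound preincubation.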
# USP2a block – USP2a (human) protease inhibition. Potency, µM (highest dose often 38.3 µM), without a hit: top-dose activity change, negative = inhibition, actives largely listed as inhibitors. USP2 core, Ub-CHOP2 coupled fluorogenic reporter, 485/531. O75604. actives 0.01% (n = 330,000). AID 463254;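 note: potency is the fitted concentration of half-maximal effect; plate controls were DMSO wells for no effect and full inhibition by NEM control for full effect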
#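 USP2 core (10nM final) preincubated 30min RT with compound in 20mM Tris-HCl pH 8.0, 2mM CaCl2, 2mM beta-mercaptoethanol, 0.05% CHAPS; 25nM Ub-CHOP2 plus 25nM reporter substrate added, fluorescence (Ex485/Em531) read after 60min.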
# p53 reactivation – re-activators of mutant p53; AID 504706; Potency, µM (titrated, usually from 92.2 µM), without a hit: top-dose activity change, positive = activation, hits mostly activators; H1299 p53-A138V BP100-luciferase reporter, luminescence, 24 h; actives 0.063% (n = 320,000); note: potency is the fitted concentration of half-maximal effect; % of control where 0% means no effect; nearly all actives have a fitted effect of over 45% in size
#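 p53-null H1299 cells stably carrying temperature-sensitive p53-A138V and a BP100-luciferase reporter were pinned with compounds (4-point, 1:5 series) and held 24 hrs at 37 deg C. Luminescence was read 10 min after detection reagent.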
# TRPV1 agonist – activates the human vanilloid receptor TRPV1. activation, % at 8.33 µM. Q8NER1. TRPV1-expressing cells, Fluo-8 calcium influx, agonist mode. actives 0.19% (n = 320,000). AID 540275; in the data active = activation above about 80%; inconclusive = between about 30% and that limit; note: 0% is about no effect
#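 Fluo-8 calcium influx in TRPV1-expressing cells, kinetic read (ex 480/em 520 nm). Compound added and read 3 min for agonist activity, followed by capsaicin at EC20 final and 2 min further read for enhancement.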
# uPA surface inh – cell surface uPA generation inhibition; cell surface uPA generation assay, qHTS; actives 0.31% (n = 330,000); Potency, µM (titrated, usually from 38.3 µM), without a hit: top-dose activity change, negative = inhibition, actives largely listed as inhibitors; active = well fitted inhibition curve with a large enough effect; inconclusive = small, poorly fitted or top-dose-only effect; inactive = no such curve, though single readings can be large or run the other way; tested in mouse RAW 264.7 cells; note: potency is the fitted concentration of half-maximal effect; % is set by controls: 0 for no effect and ±100 for the full control effect; nearly all actives have a fitted effect of over 55% in size
# ELG1 genotox – induces genotoxicity in HEK293T cells with luciferase-tagged ELG1. HEK293T ELG1-luciferase reporter, luminescence, 16 h. Potency, µM (doses to about 46 µM), for inactives: at the highest dose activity change, positive = activation, actives largely listed as activators. actives 1.3% (n = 330,000); note: potency is the fitted concentration of half-maximal effect; % of control where 0% means no effect; nearly all actives have a fitted effect of over 60% in size
#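 HEK293T cells expressing luciferase-tagged ELG1 were exposed to compound or DMSO vehicle for 16 hr at 37 °C and 5% CO2. Luciferase activity was then measured with ONE-Glo after 30 min at room temperature.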
# BRCA1 expr act – activators of BRCA1 expression. actives 1.1% (n = 380,000). AID 624202. MCF7-BRCA1-FFLuc reporter, luminescence, 48 h; response scale: scaled: vehicle 0%, 10 µM genistein 100%. Potency, µM (doses to about 46.1 µM), inactives show at the top dose activation, actives largely listed as activators; note: potency is the fitted concentration of half-maximal effect; nearly all actives have a fitted effect of over 80% in size; some results filed as inactive show a strong effect at the top dose
#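 Activators of BRCA1 expression were detected as increased firefly luciferase luminescence in engineered MCF7 cells after 48 h compound incubation. Signals were scaled to genistein 10 microM as full activation.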
# TSG101-PTAP inh – blocks PTAP/TSG101 interaction to inhibit HIV-1 budding; Q99816; Fluorescence polarization, FITC-PTAP peptide / Tsg101 binding; Potency, µM (series often up to 115 µM), without a hit: at the highest dose activity change, negative = inhibition, most hits filed as inhibitors; 340,000 tested, under 10 active; AID 493005; active = well fitted inhibition curve with a large enough effect in the main read-out, with a control signal flat, not every such curve was filed as active; inconclusive = small, poorly fitted or top-dose-only effect, or effect the other way, or a change in a side signal; inactive = no such curve, though single readings can be large or run the other way; note: potency is the fitted concentration of half-maximal effect; % of control where 0% means no effect
# Target sequence (Q99816 whole entry, looked up): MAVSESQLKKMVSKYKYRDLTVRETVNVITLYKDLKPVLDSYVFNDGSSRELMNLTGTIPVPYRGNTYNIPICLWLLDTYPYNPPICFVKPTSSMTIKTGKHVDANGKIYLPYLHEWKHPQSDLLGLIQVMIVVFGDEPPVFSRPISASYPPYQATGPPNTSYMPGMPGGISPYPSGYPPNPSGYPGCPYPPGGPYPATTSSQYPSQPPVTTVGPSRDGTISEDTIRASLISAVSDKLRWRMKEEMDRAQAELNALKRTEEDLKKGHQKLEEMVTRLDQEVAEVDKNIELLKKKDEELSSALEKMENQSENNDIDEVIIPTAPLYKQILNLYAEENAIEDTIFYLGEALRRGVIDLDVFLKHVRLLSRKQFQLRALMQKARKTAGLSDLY
#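 Compounds were pin-transferred onto Tsg101 binding domain (10 uM final) in HEPES pH 7.5 buffer, then FITC-PTAP peptide was added at 50 nM final. After 20 min at RT, polarization reported peptide displacement across a qHTS concentration series.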
# Eya2 inh – Eya2 (human) phosphatase inhibition; recombinant Eya2, OMFP fluorescence dephosphorylation (OMFP is methylfluorescein phosphate); Potency, µM (doses to about 76.9 µM), without a hit: at the highest dose activity, negative = inhibition, hits mostly inhibitors; actives 0.006% (n = 330,000); AID 488837; note: potency is the fitted concentration of half-maximal effect; % is set by controls: 0 for no effect and ±100 for the full control effect
#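 Eya2 protein (added as 0.2 uM solution) was preincubated with compound for 10 min at ambient temperature in 50 mM HEPES pH 7.5, 50 mM NaCl, 5 uM MgCl2, 0.05% BSA, 1 mM DTT. OMFP (added at 50 uM) then reacted 10 min; fluorescence read at 485/525 nm.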
# Integrin act MD – activates integrin-mediated alleviation for muscular dystrophy; alpha7betagal myoblasts, beta-gal FDG fluorescence, 48 h; Potency, µM (titrated, usually from 38.3 µM), without a hit: at the top dose activation, usual class: activators; actives 0.064% (n = 350,000);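 note: potency is the fitted concentration of half-maximal effect; 100% = response of the positive control SU9516; nearly all actives have a fitted effect of over 60% in size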
#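 Alpha7betagal+/- myoblasts (passage 13) were plated 16-24 hr, then exposed to compounds (1:260 dilution of DMSO stock) for 48 hours at 37C. After MPER lysis, β-galactosidase reporter activity was read as FDG fluorescence (ex 480/em 540) after 30 minutes.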
# B2AR arrestin – recruits beta-arrestin to the human beta2-adrenergic receptor. P07550. beta-arrestin recruitment to beta2AR, cell-based reporter. Potency, µM (titrated, usually from 46.1 µM), without a hit: top-dose activation, hits mostly activators. actives 0.02% (n = 330,000). AID 492947;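 note: potency is the fitted concentration of half-maximal effect; 0% = DMSO controls and full agonism = EC100 isoproterenol or metaproterenol; nearly all actives have a fitted effect of over 65% in size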
# Numbers without * were called inactive; ? = inconclusive; nt = no result given; [ ] = remark or other dose. Unless noted, calls come from the whole dose curve; as a rule, active = well fitted curve in the direction sought with a large enough effect; inconclusive = small, poorly fitted or top-dose-only effect, or another doubt; inactive = no such curve, though single readings can be large; an effect the other way counts as inactive or inconclusive.
# Each structure is followed by: S-ASM inh	USP2a block	p53 reactivation	TRPV1 agonist	uPA surface inh	ELG1 genotox	BRCA1 expr act	TSG101-PTAP inh	Eya2 inh	Integrin act MD	B2AR arrestin
CCCOC(=O)/C(C(N)=NCc1ccccc1)=C(\O)OCCC
 : -3%	-11%	5%	27	nt	-12%	-40%	-7%	-17%	-4%	0.2%
Cc1cnc(C(=O)OCC(=O)c2ccc[nH]2)cn1
 : 1%	2%	-3%	-1	3%	2%	-2%	-1%	10%	-1%	0.3%
CC(C(=O)NCC1CCCO1)N1C(=O)C2C3CC(C(Br)C3Br)C2C1=O (stereo not given)
 : 4%	1%	0%	6	1%	0%	0%	0%	-4%	-6%	-0.7%
COc1cc(OC)cc(C(=O)NCC(=O)N2CCCCC2)c1
 : 9%	-1%	0%	0	4%	-5%	-1%	-1%	22%	?	0.0%
O=C(NNS(=O)(=O)c1ccc(Cl)cc1)c1cccc(S(=O)(=O)N2CCOCC2)c1
 : -3%	13%	-2%	0	5%	0%	0%	-2%	-3%	-4%	-0.9%
Cc1ccc(-c2nnc(C)c(N3CC(C)OC(C)C3)n2)cc1 (stereo not given)
 : 1%	0%	-1%	1	-1%	0%	-31%	-1%	-5%	-4%	6.7%
Cc1ccc(NS(=O)(=O)c2ccc(C(=O)OCC(=O)Nc3cc(C)on3)cc2)cc1
 : -5%	-1%	1%	-3	0%	-2%	0%	-1%	-11%	?	0.0%
CCC(C)(C)n1nnnc1C(c1ccc(C)cc1)N(Cc1ccco1)Cc1cccs1 (stereo not given)
 : -2%	2%	0%	?	2%	0%	-43%	-1%	-21%	-3%	-0.5%
Cc1ccc(N2CC(C(=O)N3CCC(C(=O)Nc4nncs4)CC3)CC2=O)cc1 (stereo not given)
 : 1%	1%	4%	2	1%	-4%	-4%	-8%	4%	12%	0.1%
COc1ccc(Cl)c2sc(N(CCN(C)C)C(=O)CCS(=O)(=O)c3ccc(C)cc3)nc12
 : -24%	0%	17%	-1	-1%	5%	-5%	-2%	2%	-16%	-0.3%
Cc1ccc2[nH]c3c(=O)n(CCC4=CCCCC4)cnc3c2c1
 : 2%	2%	7%	3	2%	5%	17%	-1%	14%	-8%	-0.3%
O=C(COC(=O)CC1CC2CCC1C2)NCc1ccc(F)cc1 (stereo not given)
 : 0%	2%	3%	nt	2%	1%	-1%	-5%	-13%	-12%	-1.2%
Cc1ccc(N(CC(O)CN2CCCCC2)S(=O)(=O)c2ccccc2[N+](=O)[O-])cc1 (stereo not given)
 : 1%	1%	7%	0	-9%	2%	-36%	-1%	-4%	-33%	-0.6%
C#CCOCCOCCOCCNc1nc(N2CCN(C(=O)[C@H](CCC(=O)O)n3cc([C@@H](N)CO)nn3)CC2)nc(N2CCN(C(=O)[C@H](CCC(=O)O)n3cc([C@@H](N)CCSC)nn3)CC2)n1
 : 5%	-5%	3%	nt	7%	3%	9%	1%	-18%	-2%	-1.2%
O=C1CC(N2CCN(c3ccc(F)cc3)CC2)C(=O)N1c1ccc(F)cc1 (stereo not given)
 : 1%	2%	?	-3	10%	0%	0%	-3%	-14%	10%	0.0%

# 4 entries from above, set out differently.
molecule | S-ASM inh | USP2a block | p53 reactivation | TRPV1 agonist | uPA surface inh | ELG1 genotox | BRCA1 expr act | TSG101-PTAP inh | Eya2 inh | Integrin act MD | B2AR arrestin
O=C(COC(=O)CC1CC2CCC1C2)NCc1ccc(F)cc1 (stereo not given) | 0% | 2% | 3% | nt | 2% | 1% | -1% | -5% | -13% | -12% | -1.2%
COc1cc(OC)cc(C(=O)NCC(=O)N2CCCCC2)c1 | 9% | -1% | 0% | 0 | 4% | -5% | -1% | -1% | 22% | ? | 0.0%
Cc1cnc(C(=O)OCC(=O)c2ccc[nH]2)cn1 | 1% | 2% | -3% | -1 | 3% | 2% | -2% | -1% | 10% | -1% | 0.3%
CCC(C)(C)n1nnnc1C(c1ccc(C)cc1)N(Cc1ccco1)Cc1cccs1 (stereo not given) | -2% | 2% | 0% | ? | 2% | 0% | -43% | -1% | -21% | -3% | -0.5%

# Molecules from the list above that have an NH in an aromatic ring, in the order listed:
# Each structure is followed by: S-ASM inh	USP2a block	p53 reactivation	TRPV1 agonist	uPA surface inh	ELG1 genotox	BRCA1 expr act	TSG101-PTAP inh	Eya2 inh	Integrin act MD	B2AR arrestin
Cc1cnc(C(=O)OCC(=O)c2ccc[nH]2)cn1
 : 1%	2%	-3%	-1	3%	2%	-2%	-1%	10%	-1%	0.3%
Cc1ccc2[nH]c3c(=O)n(CCC4=CCCCC4)cnc3c2c1
 : 2%	2%	7%	3	2%	5%	17%	-1%	14%	-8%	-0.3%

# Next records:
# Each structure is followed by: S-ASM inh	USP2a block	p53 reactivation	TRPV1 agonist	uPA surface inh	ELG1 genotox	BRCA1 expr act	TSG101-PTAP inh	Eya2 inh	Integrin act MD	B2AR arrestin
CCc1ccc(/C=C2/SC(=S)N(CCC(=O)Nc3cccc(C(=O)O)c3)C2=O)cc1
 : 16%	0%	-9%	-7	0%	?	-10%	-2%	9%	16%	0.2%
CCOC(=O)NC(=O)c1cn(Nc2ccccc2)c(=O)[nH]c1=O
 : 3%	-1%	-3%	2	2%	1%	-11%	1%	-21%	-4%	-0.9%
COc1ccc2[nH]c3c(c2c1)CCN1C(=O)C(CC(=O)NC(C)(C)C)C[C@H](C(=O)N(C(C)C)C(C)C)[C@@]31C (stereo not given in full)
 : -12%	0%	-4%	nt	-7%	3%	-11%	-3%	-2%	-3%	0.2%
CN(C)C(=O)C1CCC(=O)N1Cc1cccs1 (stereo not given)
 : 6%	2%	1%	-3	9%	3%	23%	-6%	-16%	25%	0.2%
CN(C)CCN(C)Cc1ccc2c(c1)Cc1ccccc1-2
 : nt	0%	11%	0	nt	2%	nt	nt	6%	nt	-0.2%
Cn1ncc([N+](=O)[O-])c1C(=O)Nc1nccs1
 : 1%	2%	2%	-1	1%	4%	-14%	-2%	-13%	-1%	1.7%
CCCC(=O)N(Cc1cc(=O)[nH]c2ccccc12)c1ccc(C)cc1
 : 1%	1%	-8%	2	4%	-5%	-23%	-1%	3%	8%	-0.9%
COc1ccc(-c2nc(NC(=O)c3[nH]c(C)c(C(C)=O)c3C)sc2C)cc1
 : ?	6%	2%	?	3%	-8%	-80%	-4%	4%	-52%[inhibitor]	0.1%
COc1ccc(CNC(=O)c2ccc3c(=O)n(CCCN4CCCC4=O)c(=S)[nH]c3c2)cc1
 : 11%	-1%	-4%	-4	-2%	-3%	-10%	1%	-2%	-11%	-0.3%
O=c1[nH]c2ccc([N+](=O)[O-])cc2nc1/C=C(\O)c1ccccc1
 : -2%	2%	2%	1	28%	7%	-14%	-10%	13%	0%	-1.1%
CCCCCC(=O)NNC(=O)c1ccc(-c2ccccc2)cc1
 : -2%	0%	-10%	3	nt	2%	-32%	-2%	18%	20%	0.0%
Cc1ccccc1NC(=O)c1ccccc1NC(=O)c1ccco1
 : -1%	-1%	-3%	3	-2%	12%	9%	1%	-23%	16%	-0.2%
C=CC[N+]1(CC#Cc2ccccc2)CCCC1
 : 1%	1%	10%	0	-2%	-4%	-27%	-4%	-27%	-48%[inhibitor]	0.3%
CCOc1ccc(-c2nc(-c3ccc(OC)c(OC)c3)no2)cc1OCC
 : nt	1%	-3%	-2	nt	2%	nt	nt	5%	nt	0.0%
COC(=O)C(Cc1ccccc1)NC(=O)CNC(=O)c1ccc(Br)o1 (stereo not given)
 : 3%	3%	2%	-2	2%	-4%	-20%	-4%	6%	11%	-0.2%
Cc1cccc(NC(=O)NCc2cccnc2)c1C
 : 0%	0%	0%	0	13%	4%	-25%	-6%	-21%	9%	0.1%
O=C(O)CCc1nc2cc(Cl)ccc2n(Cc2ccccc2)c1=O
 : 12%	0%	0%	-2	-5%	1%	2%	-10%	-1%	26%	0.1%
COc1ccc(NC(=S)N2CCC(c3nc4ccccc4[nH]3)CC2)c(OC)c1
 : 4%	2%	3%	3	-3%	7%	-1%	-9%	24%	-13%	0.1%
